mouse IAP activators – mouse intestinal phosphatase enzyme activation – biochemical, luminescence, single concentration, confirmation (AID 434970) | activity change, negative = activation, % at 10 µM | purified mouse IAP, CDP-Star luminescence, 30 min; stronger effect = lower value | 11,000 compounds, 2.9% hits; in the data active = activity change below about -85%;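 also: percent relative to enzyme plus DMSO wells and wells without enzyme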
mouse IAP activators Fold change – recorded beside mouse IAP activators, whose call it bears; activation factor; measured here: IAP activation factor; stronger effect = higher value;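 fold luminescence change scaled to plate control wells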
* marks the source's active call; other numbers are inactive results. An excerpt; count on the stated rates, not on these rows.

SMILES	mouse IAP activators	mouse IAP activators Fold change
O=C1C2CCCN2C(c2cccs2)N1c1ccc(Cl)cc1 (stereo not given)	3	0.97
O=[N+]([O-])c1cccc2ccc(/C=C/c3ccc(C(F)(F)F)cc3)nc12	-16	1.2
CCn1c(SCC(=O)c2cc(C)n(-c3ccc(C(=O)OC)cc3)c2C)nnc1-c1cccnc1	9	0.91
CC(C)(C)c1nc(SCC(=O)Nc2ccc(N3CCOCC3)cc2)c2ccccc2n1	8	0.92
CCc1cccc(NC(=O)C2CCN(S(=O)(=O)c3ccc4c(c3)CC(C)N4C(C)=O)CC2)c1 (stereo not given)	-55	1.6
CCn1c(/C=C/c2ccc([N+](=O)[O-])o2)nc2ccccc2c1=O	2	0.98
O=c1c(O)cccc2cc(O)c(O)c(O)c12	74	0.26
C=CCOc1ccc(/C(O)=C2/C(=O)C(=O)N(CCN3CCOCC3)C2c2ccc(C)cc2)cc1 (stereo not given)	-4	1
CCCC(=O)Nc1ccc(NC(=O)c2ccccc2Cl)nc1	3	0.97
CN(C)c1ccc(NC(=O)CN2CCC(N3CCCCC3)CC2)cc1	-2	1
CCOC(=O)C1=C(C)NC(C)=C(C(=O)OCC)C1c1cc2ccc(C)cc2[nH]c1=O	-2	1
CC1CC(=O)c2c(cc3c(-c4c(O)cc(O)c5c(O)c6c(cc45)OC(C)CC6=O)c(O)cc(O)c3c2O)O1 (stereo not given)	68	0.32
CC1CCCN(C(=S)NCCc2ccccc2)C1 (stereo not given)	10	0.9
CN(Cc1ccccc1)c1nc2c(c(=O)[nH]c(=O)n2C)n1CCCSc1ncccn1	0	1
CCC(C)c1ccc(C(C)NC(=S)NC2CCCCC2)cc1 (stereo not given)	-51	1.5
COc1ccc(OC)c(/C=N/c2oc(-c3ccco3)c(-c3ccco3)c2C#N)c1	26	0.74
COc1cccc(NC(=O)Nc2cc(NC(=O)Nc3cccc(OC)c3)c(C)nc2C)c1	-65	1.7
Cc1ccc(S(=O)(=O)N2CCN(S(=O)(=O)c3ccccc3Br)C2=O)cc1	4	0.96
CCOC(=O)C(NCc1ccc2c(c1)OCO2)(NC(=O)CC)C(F)(F)F (stereo not given)	11	0.89
Cc1cc(C)n(C2CCCCC2OC(=O)c2ccccc2F)n1 (stereo not given)	3	0.97
COC(=O)c1sccc1NC(=O)C12CC3CC(CC(C3)C1)C2	-3	1
O=C(Nc1cccc(NC(=O)c2cccs2)c1)c1ccco1	0	1
NC(=O)NC(=O)Nc1ccccc1Cl	-7	1.1
O=C(COc1ccc2c(c1)C(=O)CC1(CCCCC1)O2)NCc1ccccc1	6	0.94
FC(F)Sc1ccc(NC(=S)NC2CCCC2)cc1	-23	1.2
COc1ccc(Nc2nc(N)nc(CN(C)C3CCCCC3)n2)cc1	-6	1.1
c1ccc(OCc2nnc3sc(-c4cccs4)nn23)cc1	2	0.98
CCn1c(=O)c(C(=O)NCCN2CCCCC2)c(O)c2ccccc21	15	0.85
Nc1ccc2oc(-c3ccc4nc[nH]c4c3)nc2c1	3	0.97
O=C(CC1Nc2ccccc2NC1=O)NCCc1ccccc1 (stereo not given)	11	0.89
c1ccc2c(NC3CCCC3)nnc(NC3CCCC3)c2c1	10	0.9
CCOc1ccc2[nH]c(=O)c(CN(Cc3ccc(F)cc3)C(=O)N3CCCC3)cc2c1	13	0.87
N#C/C(=C\c1coc2ccc(O)cc2c1=O)C(=O)Nc1nc2ccccc2s1	64	0.36
Cc1ccc(-c2cc(C(F)F)n3ncc(C(=O)N4CCN(c5cccc(C)c5C)CC4)c3n2)cc1	11	0.89
O=c1cc(N2CCN(Cc3ccccc3)CC2)c(-c2ccccc2)n[nH]1	2	0.98
CCc1c(C)nc2ncnn2c1NCCc1ccccc1	2	0.98
OC[C@@H]1[C@@H](c2ccccc2)C(c2ccccc2)=NN1c1ccccc1	-115*	2.2*
COc1cc(C2CC(=O)c3cnc(N4CCN(Cc5ccccc5)CC4)nc3C2)cc(OC)c1OC (stereo not given)	7	0.93
COc1cccc(NC(=O)Nc2ccc(C(C)(C)C)cc2)c1	-118*	2.2*
COc1ccc(OCCC(=O)NC2=NCCS2)cc1	9	0.91

One compound at a time, from the list above.
`O=C(COc1ccc2c(c1)C(=O)CC1(CCCCC1)O2)NCc1ccccc1` as listed: mouse IAP activators = 6; mouse IAP activators Fold change = 0.94
`CCc1c(C)nc2ncnn2c1NCCc1ccccc1` as listed: mouse IAP activators = 2; mouse IAP activators Fold change = 0.98

The results go on:
SMILES	mouse IAP activators	mouse IAP activators Fold change
CCCCCCCCC(=O)NC(NC(=S)N1CCOCC1)C(Cl)(Cl)Cl (stereo not given)	-56	1.6
COc1cccc(Cn2cnc3c(NS(=O)(=O)c4cc(Cl)ccc4Cl)c(C)c(C)cc32)c1	4	0.96
Cc1cc(=O)n(C)c(=O)n1CC(=O)N1CCCCCC1	-9	1.1
CC(C)c1ccc(NC(=S)NC2CC3C=CC2C3)cc1 (stereo not given)	-17	1.2
CCOc1ccc(-c2n[nH]c(=S)o2)cc1	-9	1.1
CN(C(=O)COC(=O)COc1ccccc1F)C1CCS(=O)(=O)C1 (stereo not given)	0	1
O=C(Nc1cnn(Cc2ccc(Cl)cc2)c1)c1ccc([N+](=O)[O-])cc1	-7	1.1
Cc1cccc(N2CSC3=C(C#N)C(c4ccc(C)o4)CC(=O)N3C2)c1 (stereo not given)	63	0.37
Cc1nc(SCc2ccccc2C)n[nH]1	10	0.9
Cc1noc(C)c1C(=O)OCC(=O)NCCC1=CCCCC1	-2	1
Cc1ccc(N2C(=O)CC(N(CCc3ccccc3)C(=S)Nc3ccc(N(C)C)cc3)C2=O)cc1 (stereo not given)	-6	1.1
CCOC(=O)C1=CN(CC)S(=O)(=O)NC1c1ccc2ccccc2c1 (stereo not given)	-7	1.1
COc1cc(OC)c2c(-c3ccccc3)cc(=O)oc2c1C(CCN1CCOCC1)c1ccc(N(C)C)cc1 (stereo not given)	1	0.99
Cc1ccccc1S(=O)(=O)c1c(C)cc(-c2ccccc2)[nH]c1=O	10	0.9
CSCCC(C(=O)Nc1ccc2c(c1)OCO2)N1C(=O)c2ccccc2C1=O (stereo not given)	-6	1.1
Cc1ccc2c(c1)/C(=N/O)CCS2	3	0.97
O=C(Cn1ncc2c(=O)oc3ccccc3c21)N1CCN(C(=O)c2ccco2)CC1	3	0.97
CCOc1ccc(NC(=O)N2CCC(n3nnc4cc(C)ccc43)CC2)cc1	7	0.93
CN(C)C(=O)C(=O)c1cccn1-c1ccccc1C#N	-8	1.1
COc1ccc(CC(=O)N[C@@H]2c3cc(OC)c(OC)cc3C[C@H]2O)cc1	1	0.99
c1ccc(-c2cc3c(NCC4COc5ccccc5O4)ncnc3s2)cc1 (stereo not given)	-97*	2*
CCOC(=O)c1ccc(-c2c(C)cc3oc(=O)cc(-c4ccccc4)c3c2C)cc1	14	0.86
Cc1cc(C)n2nc(C(=O)Oc3ccc4c(c3)OCO4)nc2n1	0	1
CCOc1ccc(N2Nc3n[nH]c(N)c3N2)cc1	-2	1
O=C(CSc1nnc(-c2ccco2)o1)NC(=O)Cc1ccccc1	25	0.75
COc1ccc(-c2noc(CCC(=O)N3CCN(c4ccc(F)cc4)CC3)n2)cc1	-10	1.1
COCc1nnc(NC(=O)CC(C)C)s1	-7	1.1
N#C/C(=C/c1cn(-c2ccccc2)nc1-c1cccc(S(=O)(=O)N2CCOCC2)c1)C(=O)NCc1ccco1	-6	1.1
COc1cc(C2/C(=C(/O)c3ccc(F)cc3)C(=O)C(=O)N2CCCC(=O)O)ccc1O (stereo not given)	-9	1.1
CCC(=O)Nc1cccc(-c2nc3ccccc3o2)c1	-3	1
COCCCNC(=O)C[C@H]1C[C@H](C(=O)N2CCCCC2)[C@@]2(C)c3[nH]c4ccc(Cl)cc4c3CCN2C1=O	1	0.99
Cc1ccc(OCCNC(=O)/C=C/c2ccc([N+](=O)[O-])cc2)cc1C	-4	1
COc1cc(/C=N/NC(N)=O)cc(Br)c1OCc1ccc(C)cc1	-6	1.1
Nc1ccccc1C(=O)N1O[C@@H]2C=C[C@H]1C2	3	0.97
Cc1ccc(C(=O)Nc2ccncc2)o1	-6	1.1
Cc1nnc(Sc2nc3c(c(=O)n(C)c(=O)n3C)n2Cc2ccccc2Cl)s1	-7	1.1
Cc1ccc(CSc2nnc(-c3cccnc3)o2)cc1	-13	1.1
CC(=O)N1c2ccccc2C(C)(C)C2CCC(C)CC21 (stereo not given)	-11	1.1
CCOc1ccc(-c2nn(-c3ccccc3)cc2/C=C2\SC(=S)N(C3CCS(=O)(=O)C3)C2=O)cc1 (stereo not given)	15	0.85
CCOc1ccc(CN2CCC(n3nccc3NC(=O)CCCc3ccccc3)CC2)cc1	-83	1.8

Exported with two lines to a compound: entries from further up.
Values run as follows: mouse IAP activators	mouse IAP activators Fold change
- COCCCNC(=O)C[C@H]1C[C@H](C(=O)N2CCCCC2)[C@@]2(C)c3[nH]c4ccc(Cl)cc4c3CCN2C1=O
→ 1	0.99
- CCOC(=O)c1ccc(-c2c(C)cc3oc(=O)cc(-c4ccccc4)c3c2C)cc1
→ 14	0.86
- Cc1cc(C)n2nc(C(=O)Oc3ccc4c(c3)OCO4)nc2n1
→ 0	1
- O=C(CSc1nnc(-c2ccco2)o1)NC(=O)Cc1ccccc1
→ 25	0.75
- N#C/C(=C/c1cn(-c2ccccc2)nc1-c1cccc(S(=O)(=O)N2CCOCC2)c1)C(=O)NCc1ccco1
→ -6	1.1
- CCOc1ccc(N2Nc3n[nH]c(N)c3N2)cc1
→ -2	1

Ordered by value in mouse IAP activators (rising): some entries from above.
| SMILES | mouse IAP activators |
| --- | --- |
| CCOc1ccc(-c2n[nH]c(=S)o2)cc1 | -9 |
| Cc1ccc(OCCNC(=O)/C=C/c2ccc([N+](=O)[O-])cc2)cc1C | -4 |
| Nc1ccccc1C(=O)N1O[C@@H]2C=C[C@H]1C2 | 3 |

Following part:
SMILES	mouse IAP activators	mouse IAP activators Fold change
C=CCSc1nnc(-c2nnc(SCC=C)n2-c2ccccc2)n1-c1ccccc1	5	0.95
COc1ccc2c(CC(=O)OCC(=O)Nc3ccc4c(c3)OCO4)coc2c1	4	0.96
Cc1nc(N2CCN(C)CC2)[nH]c(=O)c1Cc1cccc2ccccc12	2	0.98
CCC(C)NC(=O)c1n[nH]c(=O)c2ccccc12 (stereo not given)	4	0.96
CCc1cc(Cn2nc(-c3ccccc3)cc2C(=O)NCc2cccc(Br)c2)on1	-180*	2.8*
Cc1nc2cc(C(F)(F)F)ccc2n1C1CCN(CC(=O)NC(C)(C)C)CC1	8	0.92
COc1ccc(NC(=O)N2CCN(CCC#N)CC2)cc1	7	0.93
CSCCC(C(=O)N1C[C@]2(C)C[C@H]1CC(C)(C)C2)N1C(=O)c2ccccc2C1=O (stereo not given in full)	10	0.9
CCN(CC)CCn1c(NCc2ccc(C)o2)nc2ccccc21	-1	1
O=C(CSc1nc(NS(=O)(=O)c2ccccc2)cc(=O)[nH]1)Nc1ccc(F)cc1	10	0.9
Cc1ccc(S(=O)(=O)NC2CCCC(C(=O)O)C2)cc1 (stereo not given)	4	0.96
NS(=O)(=O)c1ccc(N2N=C(c3ccccc3)CC2c2ccc(F)cc2)cc1 (stereo not given)	-61	1.6
COC(=O)C(O)(CC(=O)Nc1ccc(OC)cc1)C(F)(F)F (stereo not given)	3	0.97
CC(C)N(C(=O)[C@H]1C[C@H](CC(=O)NCCC2=CCCCC2)C(=O)N2CCc3c([nH]c4cc(-c5ccco5)ccc34)[C@]12C)C(C)C	-22	1.2
S=C(NCc1cccc(Cl)c1)NC1CCCCC1	-14	1.1
Cc1cc(N2CC34C=CC(O3)C(C(=O)O)C4C2=O)no1 (stereo not given)	-2	1
Cc1ccnc(NS(=O)(=O)Cc2ccccc2)c1	3	0.97
O=C(c1cn(-c2ccccc2)nc1-c1ccc(F)cc1)N1CCOCC1	10	0.9
CCC1(COC(=O)Nc2cccc(Cl)c2)COC1	-16	1.2
CC[C@]12c3[nH]c4cc(-c5ccco5)ccc4c3CCN1C(=O)[C@@H](CC(=O)NCCC1=CCCCC1)C[C@@H]2C(=O)N1CCN(C(=O)C2CC2)CC1	-26	1.3
Cc1cc(C(=O)N[C@H](c2ccccc2)[C@@]2(C)C[C@@H]2[C@@H](C)C(=O)Nc2ccc3ccccc3c2)n(C)n1	-70	1.7
CCC(=O)Nc1nc(C)c(C(=O)NC2CCCCC2)s1	-1	1
CCOC(=O)N1CCC(NC(=O)CSc2cc(=O)n(C)c3ccccc23)CC1	-5	1.1
O=C(Cc1cccs1)NCc1cccnc1	3	0.97
CC[C@]12c3[nH]c4ccc(OC)cc4c3CCN1C(=O)C(CC(=O)NCCCN(C)C)C[C@@H]2C(=O)N1CCN(C(=O)c2ccco2)CC1 (stereo not given in full)	-10	1.1
CCCNC(=O)N1CCC(C(=O)c2ccc(Cl)cc2)CC1	3	0.97
COC(=O)c1ccc(N2CCN(S(=O)(=O)c3c(C)cc(C)cc3C)CC2)c([N+](=O)[O-])c1	16	0.84
CN1CCN(C(=O)c2ccc3c(=O)n(Cc4ccco4)c(=S)[nH]c3c2)CC1	12	0.89
CC(=O)CSc1nnc(Cc2ccc3c(c2)OCO3)o1	10	0.9
COc1ccc(Cl)cc1NC(=O)C/C(C)=N/NC(=O)CC#N	6	0.94
Cc1cccc(C)c1NC(=O)C1=C(O)c2ccccc2N(C)S1(=O)=O	4	0.96
Cc1cc(C(=O)COC(=O)Cn2c(C(F)(F)F)nc3ccccc32)c(C)n1Cc1ccco1	5	0.95
Cc1ccc(C)c(-c2nc3ccc(N)cc3[nH]2)c1	6	0.94
COc1ccc(CCN(C)CCC(=O)Nc2c(C)cc(C)cc2C)cc1OC	-2	1
C=C(NS(=O)(=O)c1ccc(C)cc1)C(=O)OC	0	1
Cc1cc2ncn(/N=C/c3cccnc3)c2cc1C	9	0.91
NS(=O)(=O)c1ccc(-c2ccc(/C=C3\SC(=O)NC3=O)o2)cc1	68	0.32
O=CNC(Cc1ccccc1)C(=O)O (stereo not given)	0	1

From PubChem
